HRas wt GTP: changes GTP binding to wildtype human HRas; P01112; GST-Ras wt beads, Bodipy-FL-GTP binding, flow cytometry; actives lie on both sides; GTP binding activity, % at 10 µM; hit rate 0.14% among 190,000; AID 759;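 active means GTP binding activity at least 20% away from the 100% baseline, either lowered as inhibitor or raised as activator; inconclusive means flagged as likely green fluorescent, judged across all proteins in the well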;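 further: 0% = unlabeled GTP competition control and 100% = no-compound control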
Target sequence (P01112 whole entry, looked up): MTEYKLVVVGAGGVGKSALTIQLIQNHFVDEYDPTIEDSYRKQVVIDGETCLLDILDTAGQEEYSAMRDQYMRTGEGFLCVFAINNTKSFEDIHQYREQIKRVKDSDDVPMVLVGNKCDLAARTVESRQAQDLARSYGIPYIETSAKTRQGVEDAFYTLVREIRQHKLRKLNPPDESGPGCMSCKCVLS
Rac1 wt GTP bind: human Rac1 wildtype GTP binding, inhibitors and activators; P63000; GST-Rac1 beads, fluorescent GTP binding, flow cytometry; actives lie on both sides; 0 = cold GTP competed, 100 = untreated; hit rate 0.27% among 190,000; AID 757; GTP binding activity (% of control), % at 10 µM;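 active means GTP binding activity at least 20 points away from the 100% control level, either lower or higher; inconclusive means compound flagged as likely green fluorescent, judged across all proteins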
Cdc42 wt GTP: changes GTP binding to wildtype human Cdc42; percent activity (GTP binding), % at 10 µM; GST-Cdc42 beads, Bodipy-GTP binding, flow cytometry; actives lie on both sides; AID 761; P60953; hit rate 0.2% among 190,000;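 active means percent activity GTP binding at least 20 points away from the 100% baseline, either down as inhibitor or up as activator; inconclusive means compound flagged as likely green fluorescent from well-wide comparison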;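 further: median bead fluorescence of bound Bodipy-FL-GTP at 100 nM; 0% = excess unlabeled GTP control and 100% = no compound control; below 100% means less GTP binding so inhibitor and above means activator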
Bim-Bcl-B: human Bim-Bcl-B interaction inhibition | inhibition, % at 10 µM | bead-based flow cytometry, Bim peptide-Bcl-B binding | Q9HD36 | hit rate 0.073% among 190,000;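 further: 0% = tracer peptide without compound and 100% = reference inhibitor peptide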
Target sequence (Q9HD36 whole entry, looked up): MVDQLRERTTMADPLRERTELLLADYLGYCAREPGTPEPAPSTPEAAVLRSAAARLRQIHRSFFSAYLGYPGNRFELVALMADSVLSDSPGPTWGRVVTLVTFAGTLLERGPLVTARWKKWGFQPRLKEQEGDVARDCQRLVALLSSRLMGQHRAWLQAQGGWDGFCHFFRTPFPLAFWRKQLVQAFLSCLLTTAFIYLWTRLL
Bcl-XL Bim block: human Bim-Bcl-XL interaction inhibition; hit rate 0.04% among 190,000; AID 1007; Bim peptide-Bcl-XL binding, bead flow cytometry, fluorescence; inhibition, % at 10 µM; Q07817
Target sequence (Q07817 whole entry, looked up): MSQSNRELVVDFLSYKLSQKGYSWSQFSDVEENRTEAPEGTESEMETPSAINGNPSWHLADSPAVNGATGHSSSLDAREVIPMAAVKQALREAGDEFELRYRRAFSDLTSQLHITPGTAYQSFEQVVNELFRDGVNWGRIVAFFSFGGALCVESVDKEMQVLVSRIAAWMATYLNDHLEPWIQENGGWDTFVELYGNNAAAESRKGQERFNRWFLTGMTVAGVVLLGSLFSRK
Bim-Bcl-W: human Bim-Bcl-W interaction inhibition; Q92843; bead-based flow cytometry, Bim peptide-Bcl-W binding; inhibition, % at 10 µM; hit rate 0.02% among 190,000; AID 952;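 further: 0% = bound tracer without compound and 100% = peptide blocker; higher means less fluorescent Bim peptide bound to Bcl-W beads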
Target sequence (Q92843 whole entry, looked up): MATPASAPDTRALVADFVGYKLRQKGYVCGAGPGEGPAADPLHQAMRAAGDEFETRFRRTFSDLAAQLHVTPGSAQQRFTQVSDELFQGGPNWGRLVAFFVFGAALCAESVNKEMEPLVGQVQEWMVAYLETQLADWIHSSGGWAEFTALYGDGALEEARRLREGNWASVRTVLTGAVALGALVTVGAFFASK
Bcl-2 Bim block: disrupts Bim peptide binding to human Bcl-2; Bead-based flow cytometry, Bim peptide-Bcl-2 binding; hit rate 0.06% among 190,000; P10415; inhibition, % at 10 µM; AID 950; in the data active means inhibition above about 40%; inconclusive means no clear call, values can overlap the other calls;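 further: 0% = no compound wells with probe peptide and 100% = reference peptide inhibitor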
Rac1 mut GTP: modulators of GTP binding to human Rac1 activated mutant | P63000 | GST-Rac1 activated beads, fluorescent GTP binding, flow cytometry; actives lie on both sides; 100% means binding = to untreated wells | percent activity (GTP binding), % at 10 µM | hit rate 0.11% among 190,000 | AID 764;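 active means GTP binding at least 20 percentage points away from the 100% baseline, in either direction, so actives lie on both sides; inconclusive means Compound likely fluorescent itself, or too few beads counted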
Rab2A wt mod: changes GTP binding to wildtype dog Rab2A, up or down; hit rate 0.19% among 190,000; AID 760; GTP binding activity, % at 10 µM; P61105; GST-Rab2 wt beads, Bodipy-GTP binding, flow cytometry;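 active means GTP binding activity at least 20 points away from 100%, either lowered or raised; inconclusive means signal likely due to the compound's own green fluorescence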;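 further: 0% = beads with excess unlabeled GTP and 100% = no-compound control corrected for plate trend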
Rab7 wt GTP bind: dog Rab7 wildtype GTP binding, inhibitors and activators | AID 758 | hit rate 0.055% among 190,000 | GST-Rab7 beads, fluorescent GTP binding, flow cytometry; actives lie on both sides; untreated = 100%, excess cold GTP = 0% | GTP binding activity (percent of control), % at 10 µM;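 active means fluorescent GTP binding to Rab7 beads changed by at least 20 points from the 100% baseline, either direction, mostly lower; inconclusive means compound itself probably fluorescent, or too few beads counted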;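 further: median green fluorescence of bound Bodipy-FL-GTP per Rab7 bead population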
Bfl-1 Bim block: inhibitors of Bim-Bfl-1 interaction, human; Bead-based flow cytometry, Bim-Bfl-1 binding inhibition; inhibition, % at 10 µM; hit rate 0.12% among 190,000; AID 1008;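 further: 0% = wells without compound plus tracer and 100% = blocker peptide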
Starred values were filed as active, the others as inactive; ? = inconclusive. Unless noted, no stated cut-off is given here; in the data, active means inhibition above about 40%.

The first 3 compounds (preview)
smiles	Rab2A wt mod	Bim-Bcl-W	Bfl-1 Bim block	Rac1 wt GTP bind	Bcl-2 Bim block	Bcl-XL Bim block	Rac1 mut GTP	Cdc42 wt GTP	Rab7 wt GTP bind	HRas wt GTP	Bim-Bcl-B
COc1ccc(NC(=O)Cn2ncc(Cl)c(Cl)c2=O)cc1S(=O)(=O)N1CCOCC1	95	2	4	98	4	0	97	98	95	96	-1
COC(=O)c1cc(OC)c(OC)cc1NC(=O)c1ccc(C)o1	?	-1	-2	?	-5	1	?	?	?	?	0
COc1ccc(S(=O)(=O)NCCSCc2ccco2)cc1	96	4	-6	99	-1	-1	97	97	97	97	-6

Results, from the start:
smiles	Rab2A wt mod	Bim-Bcl-W	Bfl-1 Bim block	Rac1 wt GTP bind	Bcl-2 Bim block	Bcl-XL Bim block	Rac1 mut GTP	Cdc42 wt GTP	Rab7 wt GTP bind	HRas wt GTP	Bim-Bcl-B
COc1ccc(NC(=O)Cn2ncc(Cl)c(Cl)c2=O)cc1S(=O)(=O)N1CCOCC1	95	2	4	98	4	0	97	98	95	96	-1
COC(=O)c1cc(OC)c(OC)cc1NC(=O)c1ccc(C)o1	?	-1	-2	?	-5	1	?	?	?	?	0
COc1ccc(S(=O)(=O)NCCSCc2ccco2)cc1	96	4	-6	99	-1	-1	97	97	97	97	-6
C=CCn1c(SCC(=O)NC(=O)NC)nnc1C1CCCCC1	92	3	-2	100	-1	-1	93	93	96	93	-2
CCC/C=N/NC(=O)c1cc(-c2ccccc2)nc2ccccc12	103	-6	-14	110	-2	-8	102	102	100	101	-8
CCCCCCCCn1cnc2c(N)c(C)c(C)cc21	97	-6	-1	98	0	0	99	94	96	100	-3
CC(=O)C(C(C)=O)C1(O)C(=O)c2ccccc2C1=O	99	-5	0	101	-6	-6	99	99	100	101	-6
O=c1oc(-c2cccnc2)nc2ccccc12	102	0	-13	100	-8	-6	97	101	99	99	-4
Cc1cccc(N2CCN(C(=O)CCCSc3nc4ccccc4[nH]3)CC2)c1C	101	-4	-2	101	-3	-2	99	103	97	100	-4
COc1ccc(NS(=O)(=O)c2ccc(C(=O)N3CCN(Cc4ccccc4)CC3)cc2)cc1	97	-4	-7	99	-2	-2	98	97	97	96	-4
Cc1cccc(-n2c(=S)[nH]c3sc4c(c3c2=O)CCc2ccccc2-4)c1	107	3	33	119	3	-9	97	100	108	106	-40
CCOc1ccccc1-n1c(SCC(=O)NC(C)(C)C)nnc1-c1ccoc1C	100	1	-11	104	-7	-4	100	102	98	99	-5
O=C(CSCc1ccccc1)N1CCc2ccccc21	99	0	-15	105	-6	-6	99	102	98	100	-9
Cc1ccc(CNC(=O)CCS(=O)(=O)c2cc(Br)cc3c2N(C(=O)C2CC2)CC3)o1	93	2	3	93	7	5	94	96	93	95	0
Cc1nc(-c2ccccc2)cs1	98	5	-6	97	-4	-9	96	100	97	101	-7
CCc1cc(C(=O)NNC(=O)CCl)sc1C	97	-1	-3	95	0	-2	96	95	98	96	-3
CCn1cc(/C=N\NC(=O)C2(C)CC2(Cl)Cl)c(C)n1 (stereo not given)	97	-1	0	105	0	0	98	101	97	100	-3
O=C(COC(=O)c1cccs1)Nc1ccccc1[N+](=O)[O-]	96	0	-6	97	-2	-2	94	95	92	95	-2
Cc1cc(C)c(S(=O)(=O)c2ccccc2)c(OC(=O)c2c(F)cccc2F)n1	94	0	-5	96	-3	0	91	93	100	96	-1
Cc1ccc(OCC(=O)N2CCN(C3=NS(=O)(=O)c4ccccc43)CC2)cc1	92	-2	-14	91	-7	1	92	96	92	93	-12
CCCNS(=O)(=O)c1ccc(OCC(=O)NCCC2=CCCCC2)cc1	103	-1	-2	104	2	-1	98	106	108	103	0
CCN(CCCNC(=O)C1CCN(S(=O)(=O)c2cnc[nH]2)CC1)c1cccc(C)c1	98	-1	-6	102	-15	-9	98	99	97	99	-10
O=c1c2[nH]c3ccc(F)cc3c2nc2n1CCS2	85	3	3	85	3	5	89	87	90	87	10
Cc1cc(/C=C2/NC(=O)NC2=O)c(C)n1-c1sc2c(c1C#N)CCCC2	100	2	-9	103	-3	-3	101	100	98	99	-12
C=CCc1cc(OC)ccc1OCCON1C(=O)CCC1=O	96	-1	-2	95	-2	-1	97	99	97	98	-2
Cc1cc2cc(CN3C(=O)c4ccccc4C3=O)ccc2n1C	98	-2	-2	102	-2	-3	100	102	95	98	-9
CNC(=O)COC(=O)/C=C/c1cn(-c2ccccc2)nc1-c1ccc2c(c1)OCCO2	96	0	-3	100	0	0	95	96	103	99	1
COc1ccc(NC(=O)CC(c2ccc(F)cc2)c2ccc(OC)cc2)cc1 (stereo not given)	95	-1	-9	101	-9	-5	98	102	93	97	-7
CCN=C1SC(CC(=O)NC2CCCCC2)C(=O)N1CC (stereo not given)	101	-4	0	98	-3	0	98	99	105	100	1
O=C(CN(c1ccc(F)cc1)S(=O)(=O)c1ccccc1)Nc1ccccc1C(=O)O	90	-1	-5	92	2	-1	93	94	92	94	0
O=C(NCCCO)c1cc([N+](=O)[O-])cc2c1C=Cc1ccccc1O2	100	3	-1	103	0	1	95	100	102	100	-2
COc1ccc(NC(=O)CCCn2c(=O)oc3ccccc32)cc1Cl	97	-1	0	100	1	-3	98	104	100	97	1
COCCNS(=O)(=O)c1cc(C)c(C)cc1C	?	0	0	?	0	-2	?	?	?	?	-2
COc1ccc(-c2nc(C#N)c(NCCCn3ccnc3)o2)cc1OC	98	1	3	102	-1	0	99	98	96	99	0
CCCCN(CC)CCNC(=O)c1cn(-c2ccc(Cl)cc2)c(=O)c2ccccc12	100	2	-5	100	3	0	96	101	97	100	1
Clc1ccc(-c2noc(CSc3nnc(Cc4cccs4)n3-c3ccccc3)n2)cc1	98	-1	-10	102	-8	-4	98	101	99	100	-10
Fc1ccc(-n2nnnc2-c2ccccc2Cl)cc1	97	5	-11	98	1	-1	96	97	103	98	-5
CCOC(=O)C1=C(C)N(C)C(=S)NC1c1ccc(Cl)cc1Cl (stereo not given)	97	0	-1	102	-12	-4	98	99	98	100	-11
CCc1cc(SC#N)cc(C)c1NC(=O)CCl	98	-2	0	105	-1	-7	100	100	98	98	-7
N#CCSc1nnc2c(Cl)cc(Cl)cn12	105	2	0	107	-2	0	105	108	102	107	0

Four compounds already listed, arranged by SMILES length, rising:
smiles	Rab2A wt mod	Bim-Bcl-W	Bfl-1 Bim block	Rac1 wt GTP bind	Bcl-2 Bim block	Bcl-XL Bim block	Rac1 mut GTP	Cdc42 wt GTP	Rab7 wt GTP bind	HRas wt GTP	Bim-Bcl-B
N#CCSc1nnc2c(Cl)cc(Cl)cn12	105	2	0	107	-2	0	105	108	102	107	0
C=CCc1cc(OC)ccc1OCCON1C(=O)CCC1=O	96	-1	-2	95	-2	-1	97	99	97	98	-2
COc1ccc(NC(=O)CCCn2c(=O)oc3ccccc32)cc1Cl	97	-1	0	100	1	-3	98	104	100	97	1
O=C(CN(c1ccc(F)cc1)S(=O)(=O)c1ccccc1)Nc1ccccc1C(=O)O	90	-1	-5	92	2	-1	93	94	92	94	0

Next entries follow:
smiles	Rab2A wt mod	Bim-Bcl-W	Bfl-1 Bim block	Rac1 wt GTP bind	Bcl-2 Bim block	Bcl-XL Bim block	Rac1 mut GTP	Cdc42 wt GTP	Rab7 wt GTP bind	HRas wt GTP	Bim-Bcl-B
CCOC(=O)c1cnc2c(Cl)cc(Cl)cc2c1NCCOCCO	100	0	-2	102	2	-1	97	103	101	101	3
Cc1nc(SCC(=O)NCc2ccco2)c2oc3ccccc3c2n1	101	3	-6	106	-2	-5	101	103	104	99	-4
O=C(CN1C(=O)c2cccc3cccc1c23)NCc1ccccn1	101	-5	-1	104	0	-5	98	98	97	99	-3
COc1cc(-c2csc(CCn3nc(C)cc3C)n2)cc(OC)c1OC	?	3	0	?	0	0	?	?	?	?	-1
CCCCn1c(SCc2cccc([N+](=O)[O-])c2)nc2ccsc2c1=O	98	-3	-1	101	-2	-3	98	98	100	98	-4
COc1ccc(NC(=O)C2C3C=CC4(CN(Cc5cccnc5)C(=O)C24)O3)c(OC)c1 (stereo not given)	98	0	-12	96	-6	-8	96	97	98	97	-9
CCC(OC(C)=O)c1cc2c(cc1[N+](=O)[O-])OCCO2 (stereo not given)	100	-3	-5	102	0	0	97	99	104	99	-4
COc1cccc(NC(=O)c2ccc(-n3cccn3)nc2)c1	99	-1	-10	100	-7	-5	98	99	100	97	-7
O=C(Nc1cccc(S(=O)(=O)NC2=NCCC2)c1)C1CC(=O)N(c2ccc3c(c2)OCCO3)C1 (stereo not given)	97	1	-4	99	0	2	99	104	97	97	2
CN(C)S(=O)(=O)c1cccc(C(=O)OCC(=O)NCc2ccccc2)c1	101	0	-8	100	-4	-4	96	99	102	99	-5
CCCc1nc2ccc([N+](=O)[O-])cc2[nH]1	101	1	-4	100	-5	-1	95	97	106	99	-4
CSc1nc(N)nc(SCC(=O)C23CC4CC(CC(C4)C2)C3)c1C#N	100	-2	-6	106	-7	-4	100	102	100	100	-8
Cc1c(N=Cc2ccc(Cl)o2)c(=O)n(-c2ccccc2)n1C	101	-1	1	107	0	-1	98	102	104	103	1
CCOc1ccccc1NC(=O)Cn1[nH]c(=O)c2ccccc2c1=O	96	2	-4	97	0	-1	94	94	103	97	-1
O=C1OC(Nc2ncccn2)c2ccccc21 (stereo not given)	99	-7	-9	102	-6	-11	101	102	102	101	-8
Cc1ccccc1C(=O)NC(CC(C)C)C(=O)Nc1cccc(S(=O)(=O)N(C)C)c1 (stereo not given)	97	2	-3	101	0	-4	98	98	100	96	-3

Source: PubChem
